Assay outcomes deposited in PubChem BioAssay by Broad Institute.
esBAF inh: SWI/SNF esBAF complex inhibition. mouse ES cells, Bmi1-luciferase knock-in reporter, 24 h; 100% = twice the neutral-well signal. reporter increase, % at 12.5 µM. 350,000 compounds, 2% hits. AID 602393; in the data active = activation above about 40%;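 also: 0% = median of the plate's neutral control wells and 100% = double that signal; a rise in the Bmi1 reporter signal indicates esBAF inhibition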
ARNT TACC3 PPI: disruptors of human ARNT/TACC3 interaction; AID 623870; Q9Y6A5; 390,000 compounds, 0.66% hits; inhibition, % at 9.99 µM; AlphaScreen His-ARNT PAS-B/GST-TACC3 binding, luminescence; TACC3 fragment carries E629A point mutation;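 active = mean inhibition of replicates at least 50% and at least half of replicates each reaching 50%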;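 also: 0% = complete ARNT plus TACC3 wells and 100% = ARNT alone without TACC3; many hits fall short of the cut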
E-selectin induc: E-selectin induction on HUVECs | AID 686992 | activation, % at 7.58 µM | HUVEC E-selectin immunofluorescence imaging; normalized: neutral wells 0, TNF-alpha wells 100 | 260,000 compounds, 0.37% hits;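 active = mean E-selectin-positive cell signal at least 10% of the positive control, reached in at least 60% of replicates, without over 20% cell loss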;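 also: in these data hits start at about 27%; measured in HUVEC primary endothelial cells; signal is the percent of cells scored E-selectin positive by PE staining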
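System: HUVEC / Compound: single concentration / Signal: immunofluorescence imaging / Read-out: percent E-selectin-positive cells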
PglD inh: PglD (C. jejuni) enzyme inhibition | purified PglD enzyme, DTNB colorimetric CoA detection | inhibition, % at 12.5 µM | 360,000 compounds, 0.098% hits; in the data active = inhibition above about 16%, passing the limit was not always enough; also: strong numbers were not always called active
ERp5 inh: ERp5 (human) disulfide isomerase inhibition | 350,000 compounds, 0.05% hits | Q15084 | ERp5 insulin aggregation, absorbance 650 nm, 90 min | inhibition, % at 9.99 µM;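 active = mean replicate inhibition above about 25%, with every replicate also reaching it, limit read from the data, passing the limit was not always enough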
Target sequence (Q15084 whole entry, looked up): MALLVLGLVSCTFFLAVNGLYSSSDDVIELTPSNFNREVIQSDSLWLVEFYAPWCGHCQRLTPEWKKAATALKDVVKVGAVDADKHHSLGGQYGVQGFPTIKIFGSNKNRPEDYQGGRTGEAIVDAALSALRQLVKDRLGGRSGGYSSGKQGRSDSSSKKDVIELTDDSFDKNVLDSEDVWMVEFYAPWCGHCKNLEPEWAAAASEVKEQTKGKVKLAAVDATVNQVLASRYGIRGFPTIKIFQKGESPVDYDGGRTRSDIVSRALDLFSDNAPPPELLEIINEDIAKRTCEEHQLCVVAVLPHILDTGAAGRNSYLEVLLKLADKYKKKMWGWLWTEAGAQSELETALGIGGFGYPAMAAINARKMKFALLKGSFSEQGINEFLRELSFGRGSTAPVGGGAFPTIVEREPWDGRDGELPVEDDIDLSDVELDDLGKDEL
RAD52 inh: inhibitors of human RAD52 DNA annealing; AID 651710; inhibition, % at 18.7 µM; recombinant RAD52 DNA annealing, FRET fluorescence; P43351; 360,000 compounds, 0.46% hits;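 active = every replicate showing at least 50% inhibition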
RAD54 branch: blocks human RAD54 Holliday junction branch migration; Q92698; FAM/BHQ fluorescence; inhibition, % at 10.4 µM; 360,000 compounds, 0.14% hits;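 active = mean normalized replicate activity at least 40 and at least half of replicates scoring 40 or more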;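 also: 0% = median of neutral control wells and 100% = median of positive control wells; inhibitors cause a drop in the FAM fluorescence signal; in these data hits start at about 50%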
Casp6 inh: blocks human caspase-6 cleavage activity; purified caspase-6, Z-VEID-R110 cleavage fluorescence; P55212; inhibition, % at 12.5 µM; 350,000 compounds, 0.53% hits;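 active = mean inhibition across replicates at least about 35%, with every replicate also reaching that limit, limit read from the data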;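 also: 0% = median of neutral control wells and 100% = no fluorescence left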
Target sequence (P55212 24-179 limits assumed): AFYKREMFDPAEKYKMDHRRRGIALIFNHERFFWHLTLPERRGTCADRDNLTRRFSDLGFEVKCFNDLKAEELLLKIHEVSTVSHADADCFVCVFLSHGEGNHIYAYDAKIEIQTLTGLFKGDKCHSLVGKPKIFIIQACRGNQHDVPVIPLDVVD
Target sequence (P55212 194-293 limits assumed): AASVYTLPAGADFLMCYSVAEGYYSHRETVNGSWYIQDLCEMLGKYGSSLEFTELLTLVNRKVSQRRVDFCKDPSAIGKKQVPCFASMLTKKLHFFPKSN
* = called active by the depositor; & = joins results of further samples.

`Cc1cc(C(=O)Nc2ccc3c(c2)OCCO3)c(C)o1` gave esBAF inh -26, ARNT TACC3 PPI 2, PglD inh -3 and RAD54 branch -4.
`COc1ccc(/C=C(\NC(=O)c2ccco2)C(=O)NCCc2nc3ccccc3[nH]2)cc1` gave E-selectin induc 3.9, PglD inh -4, ERp5 inh 2, RAD52 inh -9, RAD54 branch 0 and Casp6 inh -1.
For COC(=O)c1cn(Cc2cc(OC)ccc2OC)cc(F)c1=O the results were esBAF inh -5, ARNT TACC3 PPI -7, PglD inh -5 and RAD54 branch -4.
`O=C(Nc1ccc(Cl)cc1)N1C[C@H]2[C@@H](c3ccccc31)[C@H](CO)N2CC1CCCCC1` gave esBAF inh 9, ARNT TACC3 PPI 9, E-selectin induc 0.3, PglD inh 4, ERp5 inh 20, RAD52 inh -21, RAD54 branch 6 and Casp6 inh 0.
`CCC1(CC)Cc2ccccc2C2=C(C(=O)N3CCCCC3)C(=O)C(=O)N21` gave ARNT TACC3 PPI -2, E-selectin induc -0.1, ERp5 inh 3, RAD52 inh 6 and Casp6 inh 5.
For CCOC(=O)C(NC(=O)c1ccccc1Cl)(Nc1sc2c(c1C(N)=O)CCC2)C(F)(F)F (centres undefined) the results were esBAF inh -3, ARNT TACC3 PPI 5, PglD inh -8, ERp5 inh 2, RAD52 inh -39, RAD54 branch -3 and Casp6 inh 9.
For Brc1ccccc1Cn1c(-c2cncs2)nc2ccccc21 the results were esBAF inh 2, ARNT TACC3 PPI 21, E-selectin induc 1.5, PglD inh -3, ERp5 inh 2, RAD52 inh -12, RAD54 branch 1 and Casp6 inh -1.
For Cc1onc(-c2c(Cl)cccc2Cl)c1C(=O)N=C(N)N1CCCC1 the results were esBAF inh -8, ARNT TACC3 PPI -6, E-selectin induc 9.7, PglD inh -6, ERp5 inh 1, RAD52 inh 3, RAD54 branch -7 and Casp6 inh 0.
`CC1CCC(NC(=O)CSc2nnc(-c3cccnc3)o2)CC1` (centres undefined) gave esBAF inh -6, PglD inh -7, ERp5 inh 7, RAD52 inh -47, RAD54 branch -10 and Casp6 inh -2.
For COc1ccc(CN2C(=O)C(CC(=O)NCCc3ccccn3)CC(C(=O)N(C)C)=C2C)cc1 (centres undefined) the results were esBAF inh 0, E-selectin induc -1.0, PglD inh 2, ERp5 inh -6, RAD52 inh -17, RAD54 branch -2 and Casp6 inh -2.
CC(NC(=O)C1CCCC1)c1ccccc1 (centres undefined) was read as esBAF inh 6, ARNT TACC3 PPI -7, PglD inh -5, ERp5 inh 0, RAD52 inh -6, RAD54 branch -2 and Casp6 inh -3.
Screening COc1ccc(NC(=O)Nc2ccccc2SC)cc1 returned esBAF inh 28, ARNT TACC3 PPI -4, E-selectin induc -1.4, PglD inh 2, ERp5 inh 6, RAD52 inh 4, RAD54 branch 3 and Casp6 inh 1.
For COc1ccc(CN2CCN(Cc3ccc(OC)c(OC)c3OC)CC2)cc1 the results were esBAF inh -13, ARNT TACC3 PPI -1, E-selectin induc 0.8, PglD inh -3, ERp5 inh 3, RAD52 inh -2 and RAD54 branch 0.
`O=C(NCCCO)c1ccc(CSc2nc3ccccc3c(=O)[nH]2)cc1` gave ARNT TACC3 PPI -7, PglD inh -2, ERp5 inh -5, RAD52 inh -14, RAD54 branch 0 and Casp6 inh -4.
Screening Cc1ccccc1NC(=O)CCSc1nnnn1-c1ccccc1 returned esBAF inh -6, ARNT TACC3 PPI -5, PglD inh 8 and RAD54 branch -7.
O=C([C@@H]1[C@@H](CO)[C@@H]2Cn3c(ccc(C4=CCCCC4)c3=O)[C@@H]2N1Cc1nccs1)N1CCCCC1 was read as esBAF inh 0, ARNT TACC3 PPI -14, E-selectin induc -0.5, PglD inh 3, ERp5 inh 1, RAD52 inh -19, RAD54 branch 5 and Casp6 inh 3.
CC(C)CC(=O)C(=O)O was read as esBAF inh 6&-5, ARNT TACC3 PPI -3&-1, E-selectin induc -0.1&0.1, PglD inh -3&2, ERp5 inh -2&-2, RAD52 inh -2&-8, RAD54 branch 2&4 and Casp6 inh 4&6.
Screening CCOC(=O)C(C)/C(C)=N/NC(=O)c1cc2ccccc2cc1O (centres undefined) returned ARNT TACC3 PPI 11, E-selectin induc -0.3, ERp5 inh 2, RAD52 inh -16 and Casp6 inh 21.
`CCCn1cnc2c(SCc3ccccc3Cl)nc(N)nc21` gave esBAF inh 48*, ARNT TACC3 PPI -5, E-selectin induc 0.1, PglD inh -5, ERp5 inh -4, RAD52 inh -4, RAD54 branch -4 and Casp6 inh -4.
COC(=O)c1ccc(-c2ccc([C@H]3[C@H]4C=CC[C@@H](C)[C@@H]4C(=O)N3Cc3ccccc3)c(F)c2)cc1 was read as esBAF inh 59*, ARNT TACC3 PPI 36, E-selectin induc -0.2, PglD inh 7, ERp5 inh 5, RAD52 inh -13, RAD54 branch -8 and Casp6 inh -4.
For O=c1cc(NCc2ccccc2)nc2ccccn12 the results were ARNT TACC3 PPI -7, ERp5 inh 2, RAD52 inh -18 and Casp6 inh 2.
COc1cc(/C=C2/C(=O)NN(c3ccc(F)cc3)C2=O)cc([N+](=O)[O-])c1O was read as esBAF inh -4, ARNT TACC3 PPI 7, E-selectin induc 1.7, PglD inh -7, ERp5 inh 0, RAD52 inh -7, RAD54 branch -14 and Casp6 inh 1.
Screening COc1ccc2c3c([nH]c2c1)[C@H](CO)N(C(=O)C1CCCCC1)CC31CCN(C(=O)NC(C)C)CC1 returned E-selectin induc 0.0, ERp5 inh -5, RAD52 inh 7 and Casp6 inh 3.
C=CC[C@@H](CC(=O)N[C@@H](CO)Cc1ccccc1)C(=O)NC[C@@H](OC(=O)[C@@H](CC=C)CC(=O)OC(C)(C)C)c1ccccc1 was read as esBAF inh -8, ARNT TACC3 PPI 6, E-selectin induc -0.2, PglD inh -1, ERp5 inh -3, RAD52 inh -6, RAD54 branch 0 and Casp6 inh 0.
For Cc1noc(C)c1NC(=O)N(C)C[C@@H]1Oc2ccc(NC(=O)Nc3ccc(C(F)(F)F)cc3)cc2C(=O)N([C@H](C)CO)C[C@@H]1C the results were esBAF inh 0, ARNT TACC3 PPI 10, E-selectin induc 0.1, PglD inh -1, ERp5 inh 2, RAD52 inh -8, RAD54 branch -11 and Casp6 inh -1.
Screening COc1ccc(Cc2n[nH]c(=S)n2NC(=O)Nc2ccc(Cl)c(Cl)c2)cc1 returned esBAF inh -3, ARNT TACC3 PPI -1, E-selectin induc 0.4, PglD inh 2, ERp5 inh 0, RAD52 inh -14, RAD54 branch 2 and Casp6 inh 3.
Screening CC(C)CC1(C)N=C(c2ccccc2)C(=S)N1 (centres undefined) returned ARNT TACC3 PPI 14, E-selectin induc 4.1, PglD inh 2, ERp5 inh 0, RAD52 inh 4, RAD54 branch -4 and Casp6 inh 0.
`COc1ccc(CNC(=S)Nc2ccc(F)c(Cl)c2)cc1OC` gave ARNT TACC3 PPI 0, E-selectin induc -0.1, ERp5 inh 1, RAD52 inh -15 and Casp6 inh 10.
For CCCCN1CC(N2CCN(CCN(C)C)CC2)CS1(=O)=O (centres undefined) the results were esBAF inh -5, PglD inh 0, ERp5 inh 0, RAD52 inh -15, RAD54 branch -3 and Casp6 inh -80.
`COc1ccc(CN(C)C[C@H]2Oc3ccc(NC(=O)Cc4cn(C)c5ccccc45)cc3CC(=O)N([C@@H](C)CO)C[C@@H]2C)cc1` gave esBAF inh -1, ARNT TACC3 PPI 1, E-selectin induc 2.1, PglD inh 2, ERp5 inh -5, RAD52 inh 10, RAD54 branch 3 and Casp6 inh 5.
Screening N#Cc1cccc(-c2ccc3c(c2)[C@@H]2[C@@H](CCN2C(=O)c2ccc4c(c2)OCO4)[C@@H](CO)N3)c1 returned esBAF inh 5, ARNT TACC3 PPI 1, E-selectin induc 4.8, PglD inh 1, ERp5 inh -2, RAD52 inh -93, RAD54 branch 1 and Casp6 inh -1.
Screening O=C(CC(NS(=O)(=O)c1ccc(Cl)cc1)c1ccco1)N1CCc2ccccc21 (centres undefined) returned esBAF inh 0, ARNT TACC3 PPI 3, PglD inh -3, ERp5 inh 4, RAD52 inh -17, RAD54 branch -5 and Casp6 inh 1.
`Cc1ccc(S(=O)(=O)N[C@@H]2CC[C@@H](CCn3cc(-c4cccc(F)c4)nn3)O[C@@H]2CO)cc1` gave esBAF inh 1, ARNT TACC3 PPI 4, E-selectin induc -0.1, PglD inh 8, ERp5 inh -1, RAD52 inh 9, RAD54 branch -12 and Casp6 inh 2.
Screening CCCC(=O)NC(c1cccs1)c1cc(Cl)c2cccnc2c1O (centres undefined) returned ARNT TACC3 PPI -2, E-selectin induc 0.1, ERp5 inh 0, RAD52 inh -7 and Casp6 inh -11.
O=C(NC1CCS(=O)(=O)C1)c1ccc(S(=O)(=O)NCC2CCCO2)cc1 (centres undefined) was read as esBAF inh -3, ARNT TACC3 PPI -6, PglD inh 5 and RAD54 branch 3.
`COC(=O)C[C@H]1CC[C@H]2[C@H](COc3ccc(NC(=O)Nc4cc(C)cc(C)c4)cc3C(=O)N2C)O1` gave esBAF inh -5, ARNT TACC3 PPI 2, E-selectin induc 0.2, PglD inh 2, ERp5 inh -4, RAD52 inh 4, RAD54 branch -3 and Casp6 inh 1.
`CCCCn1cc(C(=O)c2cc(Br)ccc2O)cc(C#N)c1=O` gave esBAF inh 14, ARNT TACC3 PPI -4, PglD inh 4 and RAD54 branch 1.
C[C@H](CO)N1C[C@H](C)[C@@H](CN(C)S(=O)(=O)c2cn(C)cn2)OCCCC[C@H](C)Oc2ccc(NC(=O)Nc3cccc4ccccc34)cc2C1=O was read as esBAF inh 0, ARNT TACC3 PPI 11, E-selectin induc 0.2, PglD inh 1, ERp5 inh -6, RAD52 inh -40, RAD54 branch 9 and Casp6 inh 0.
Screening O=C(O)c1cc(N/N=C/c2ccc(N3CCOCC3)s2)ccc1Cl returned ARNT TACC3 PPI 9, PglD inh -6, ERp5 inh 6, RAD52 inh -65, RAD54 branch -8 and Casp6 inh 18.
Screening O=C(c1cn(-c2ccccc2)nc1-c1cccc([N+](=O)[O-])c1)N1CCCCC1 returned esBAF inh -3, ARNT TACC3 PPI 1, PglD inh 5, ERp5 inh 5, RAD52 inh -1, RAD54 branch -1 and Casp6 inh 1.

Arranged by count of non-hydrogen atoms (highest first): part of the list above.
`COc1ccc(CN(C)C[C@H]2Oc3ccc(NC(=O)Cc4cn(C)c5ccccc45)cc3CC(=O)N([C@@H](C)CO)C[C@@H]2C)cc1` gave esBAF inh -1, ARNT TACC3 PPI 1, E-selectin induc 2.1, PglD inh 2, ERp5 inh -5, RAD52 inh 10, RAD54 branch 3 and Casp6 inh 5.
Screening N#Cc1cccc(-c2ccc3c(c2)[C@@H]2[C@@H](CCN2C(=O)c2ccc4c(c2)OCO4)[C@@H](CO)N3)c1 returned esBAF inh 5, ARNT TACC3 PPI 1, E-selectin induc 4.8, PglD inh 1, ERp5 inh -2, RAD52 inh -93, RAD54 branch 1 and Casp6 inh -1.
`Cc1ccc(S(=O)(=O)N[C@@H]2CC[C@@H](CCn3cc(-c4cccc(F)c4)nn3)O[C@@H]2CO)cc1` gave esBAF inh 1, ARNT TACC3 PPI 4, E-selectin induc -0.1, PglD inh 8, ERp5 inh -1, RAD52 inh 9, RAD54 branch -12 and Casp6 inh 2.
For CCOC(=O)C(NC(=O)c1ccccc1Cl)(Nc1sc2c(c1C(N)=O)CCC2)C(F)(F)F (centres undefined) the results were esBAF inh -3, ARNT TACC3 PPI 5, PglD inh -8, ERp5 inh 2, RAD52 inh -39, RAD54 branch -3 and Casp6 inh 9.
`O=C(NCCCO)c1ccc(CSc2nc3ccccc3c(=O)[nH]2)cc1` gave ARNT TACC3 PPI -7, PglD inh -2, ERp5 inh -5, RAD52 inh -14, RAD54 branch 0 and Casp6 inh -4.
Screening Cc1ccccc1NC(=O)CCSc1nnnn1-c1ccccc1 returned esBAF inh -6, ARNT TACC3 PPI -5, PglD inh 8 and RAD54 branch -7.
CC(NC(=O)C1CCCC1)c1ccccc1 (centres undefined) was read as esBAF inh 6, ARNT TACC3 PPI -7, PglD inh -5, ERp5 inh 0, RAD52 inh -6, RAD54 branch -2 and Casp6 inh -3.
